Screening data deposited in PubChem BioAssay by National Center for Advancing Translational Sciences (NCATS).
KB-3-1 tox: KB-3-1 parental cell cytotoxicity | KB-3-1 viability, CellTiter-Glo ATP luminescence, 72 h | Potency, µM (highest dose often 46.1 µM), for inactives: at the highest dose activity change, negative = cytotoxic, hits mostly cytotoxic | 400,000 compounds, 1.4% hits | AID 1347075; further: potency means the concentration at half of the fitted maximal effect; on the % scale 0 is the no-effect control and ±100 the full control effect; nearly all actives have a fitted effect of over 60% in size
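72 h, 37 °C compound treatment of KB-3-1 parental cells; CellTiter-Glo added, 10 min, luminescence read. Data corrected against DMSO-only plates and normalized before curve fitting.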
S2 tox: viability counter-screen for ATXN expression inhibitors. 400,000 compounds, 0.49% hits. S2 cells (HEK-293 line with an ATXN2-luciferase reporter) viability, CellTiter-Fluor protease fluorescence, 24 h. Potency, µM (series often up to 56.7 µM), actives largely listed as cytotoxic; further: potency means the concentration at half of the fitted maximal effect; nearly all actives have a fitted effect of over 40% in size
IL-1B inflam inh: blocks inflammasome-driven IL-1 beta release; 360,000 compounds, 4.7% hits; activity change, % at 57.5 µM; THP-1 LPS/ATP IL-1B secretion, AlphaLISA, 16 h; active compounds read low; AID 743279; in the data active means activity change below about -50%; inconclusive means mostly about -30% to -49%; further: on the % scale 0 is the no-effect control and ±100 the full control effect
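Secreted IL-1B measured by AlphaLISA bead assay after 16 h compound exposure of THP-1 cells; compounds (final up to 57.5 uM) added 1 h before LPS (250 ng/mL) and ATP (1.25 mM) stimulation; lower signal means less secretion.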
SW480 rereplic: induces DNA re-replication in SW480 colon adenocarcinoma cells | SW480 DNA re-replication, Hoechst DNA content imaging, 48 h | Potency, µM (doses to about 46.1 µM), for inactives: at the top dose re-replication activation, usual class: activators | 340,000 compounds, 1.8% hits; further: potency means the concentration at half of the fitted maximal effect; % of control where 0% means no effect; nearly all actives have a fitted effect of over 55% in size
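Readout is total intensity of Hoechst-stained nuclei, excited at 405 nm and collected at 500-530 nm. Compound treatment lasted 48 hr at 37 C in 5% CO2 before staining.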
ATXN2 expr inh: ATXN2 expression inhibition; HEK-293 ATXN2-luciferase reporter, luminescence, 24 h; Potency, µM (highest dose often 57 µM), for inactives: top-dose activity change, negative = inhibition, hits mostly inhibitors; 360,000 compounds, 0.72% hits; AID 1745845; further: potency means the concentration at half of the fitted maximal effect; on the % scale 0 is the no-effect control and ±100 the full control effect; nearly all actives have a fitted effect of over 55% in size
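qHTS (up to 57 uM final) was run with 24 h compound exposure of reporter cells at 37 °C. Each well was multiplexed: SteadyGlo luminescence measured ATXN2-luciferase expression after a fluorogenic Gly-Phe-AFC viability readout (25 uM final).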
HT1080-NT tox: kills 2HG-producing HT-1080-NT fibrosarcoma cells; HT-1080-NT fibrosarcoma viability, CellTiter-Glo ATP luminescence, 48 h; Potency, µM (titrated, usually from 46.1 µM), for inactives: at the top dose activity, negative = less viability, hits mostly cytotoxic; 360,000 compounds, 1.6% hits;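 further: NT is the 2HG producing partner of a matched IDH1 knockdown line; potency means the concentration at half of the fitted maximal effect; 0% = DMSO-treated cells and -100% = media-only wells without cells; nearly all actives have a fitted effect of over 55% in size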
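HT-1080-NT; 750 cells/well; 5% FBS RPMI; 48 h compound, 37 degrees C; CellTiter-Glo luminescence; curve fitting and curve-class assignment.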
HT1080 IDH1KD tx: kills HT-1080 cells with IDH1 knockdown | HT-1080 IDH1 knockdown viability, ATP luminescence, 48 h | 360,000 compounds, 2% hits | Potency, µM (doses to about 46.1 µM), inactives show at the top dose activity, negative = toxicity, usual class: cytotoxic;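 further: potency means the concentration at half of the fitted maximal effect; 0% = DMSO wells and -100% = cell-free medium wells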
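CellTiter-Glo luminescence after 48 h compound exposure at 37 degrees C of IDH1-knockdown HT-1080 cells in 5% FBS RPMI. %Activity scaled between DMSO wells and cell-free media wells, with curves fitted and assigned curve classes.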
KB-V1 MDR tox: kills drug-selected multidrug resistant KB-V1 cells. Potency, µM (highest dose often 46.1 µM), for inactives: top-dose activity change, negative = cytotoxicity, hits mostly cytotoxic. KB-V1 MDR cells viability, CellTiter-Glo, 72 h. 400,000 compounds, 3.4% hits. AID 1347076; further: potency means the concentration at half of the fitted maximal effect; on the % scale 0 is the no-effect control and ±100 the full control effect; nearly all actives have a fitted effect of over 60% in size
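KB-V1 MDR subline cells in DMEM (phenol-red free, 10% FBS) exposed to compounds in qHTS concentration series for 72 h at 37 degrees C. Viability read by CellTiter-Glo luminescence; concentration-effect curves fitted after normalization and correction.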
MCF10A rerep: DNA re-replication induction in MCF 10a cells. MCF 10A DNA re-replication, Hoechst nuclear intensity, 48 h. Potency, µM (series often up to 46.1 µM), inactives show at the top dose activity, positive = re-replication, most hits filed as activators. 350,000 compounds, 2.9% hits. AID 624296; further: potency means the concentration at half of the fitted maximal effect; % of control where 0% means no effect; nearly all actives have a fitted effect of over 50% in size
The depositor's hits bear a star; i = inactive; ? = inconclusive; nt = not tested or not shown; & = joins results of further samples; [ ] = dose if it differs, or a comment. Unless noted, the call rests on the fitted dose curve; in most records, active means well fitted curve in the direction sought with a large enough effect; inconclusive means small, poorly fitted or top-dose-only effect, or another doubt; inactive means no such curve, though single readings can be large; an effect the other way counts as inactive or inconclusive.

item	compound	KB-3-1 tox	S2 tox	IL-1B inflam inh	SW480 rereplic	ATXN2 expr inh	HT1080-NT tox	HT1080 IDH1KD tx	KB-V1 MDR tox	MCF10A rerep
1	CCc1noc(C)c1C(=O)Nc1nc(-c2ccc(OC)cc2)cs1	-2.0%	i	32.2	18.4µM*	2.0%	-9.3%	-17.4%	-3.7%	24.6%
2	Cc1cc([N+](=O)[O-])nn1CCCC(=O)Nc1c(C)n(C)n(-c2ccccc2)c1=O	12.1%	i	27.0	3.2%	0.3%	3.0%	11.0%	11.8%	3.3%
3	Cc1cc(C)nc(NS(=O)(=O)c2ccc(NC(=O)c3snnc3C)cc2)n1	-1.8%	i	11.8	-10.5%	-9.5%	-0.3%	-1.5%	?	0.4%
4	COc1ccc(N(C)S(=O)(=O)c2cccc(C(=O)NC3CCCCCC3)c2)cc1	-9.3%	i	-54.5*	25.7%	-24.4%	-13.8%	?	?	?
5	Cc1cccc(OCCCn2ccnc2)c1	-7.8%	i	-5.8	0.1%	-4.1%	2.3%	-1.9%	14.4%	2.4%
6	C[C@H]1CN([C@@H](C)CO)C(=O)c2cc(NC(=O)Cc3ccccc3)ccc2O[C@H]1CN(C)Cc1ccccc1	22.5%	i	2.1	-3.0%	0.9%	-1.9%	4.4%	16.8%	8.6%
7	CCc1ccc(NC(=O)C(NS(=O)(=O)c2cccc3nsnc23)c2ccccc2)cc1 (centres undefined)	5.8%&-4.4%	?	-29.9	?	3.4%&25.0%	-0.4%	-6.9%	-3.4%&-25.3%	0.3%
8	COc1ccc(C(=O)Nn2cnc3scc(-c4cccs4)c3c2=O)c(O)c1	-10.1%	i	15.3	-6.5%	3.4%	-0.3%	-1.1%	-15.4%	2.7%
9	C=CCN(C(=O)CNS(=O)(=O)c1ccccc1)C(C(=O)NCCOC)c1cccnc1 (centres undefined)	0.6%	i	3.2	-4.4%	1.3%	-0.8%	15.2%	0.8%	-4.8%
10	C/C(N)=C(/C#N)C(=O)CSc1nnc(C)n1-c1ccccc1	-0.6%	i	12.3	-15.2%	-10.7%	0.7%	6.7%	-19.4%	-0.4%
11	N#Cc1c(-n2ccnc2)cccc1-n1ccnc1	0.6%	i	27.7	-14.8%	6.5%	5.7%	-1.7%	-0.8%	0.0%
12	COc1ccccc1[C@@H]1C(c2cccc(C)c2)=NN(c2ccc(Br)cc2)[C@H]1C(=O)N1CCOC1=O	0.0%	i	-20.4	20.6µM*	8.7%	-1.7%	2.2%	0.0%	?
13	CCN1C(=O)/C(=C/c2ccc(OCc3ccc(C(=O)O)cc3)c(Cl)c2)NC1=S	18.1%	?	-10.5	-5.8%	-4.3%	-13.4%	-15.7%	32.2%	?
14	CCOc1ccccc1CC1C(=O)Nc2ccc(Br)cc21 (centres undefined)	?	i	nt	nt	?	nt	nt	0.0%	nt
15	COc1ccc(-n2nc(C(=O)Nc3ccc(C(C)=O)cc3)nc2-c2ccccc2)cc1	?	?	nt	nt	-13.8%	nt	nt	-12.9%	nt
16	CC(=O)Nc1c(Br)cc2c(c1Br)Cc1cc([N+](=O)[O-])ccc1-2	-8.6%	i	7.4	4.11µM*	1.1%	-14.4%	-0.2%	?	?
17	Cc1ccccc1N(C(=O)CNC(=O)c1ccco1)C(C(=O)NC1CCCCC1)c1cccnc1 (centres undefined)	17.1%	i	-8.0	-10.7%	4.4%	11.0%	6.5%	?	-27.0%
18	CC1=C(C)CC(C(=O)NC(C)CCc2ccccc2)C(C(=O)O)C1 (centres undefined)	-2.5%	i	12.8	-8.2%	4.5%	0.8%	-1.8%	6.2%	-3.3%
19	CCOc1ccc(NC(=O)COc2ccc(S(=O)(=O)NC3CCCCC3)cc2)cc1	-1.4%	i	nt	nt	-6.1%	nt	nt	?	nt
20	NC(=O)c1ccc(NC(=O)COC(=O)c2ccc3c(c2)OCCO3)cc1	9.4%	i	0.7	-5.3%	17.8%	5.5%	-5.7%	3.4%	-3.7%
21	CSc1ncccc1C(=O)OCC(=O)NC1CCCC1	8.5%	i	-1.1	-3.8%	6.4%	4.3%	12.7%	-8.2%	1.1%
22	COc1cc(/C=N\NC(=O)C2C(=O)NCC2c2ccccc2)cc(OC)c1O (centres undefined)	7.3%	i	20.1	-3.3%	7.6%	12.9%	2.0%	-5.2%	2.8%
23	Nc1nc(NC(=O)c2cccnc2)nn1-c1ccccc1	20.9%	i	32.7	0.9%	9.0%	25.7%	16.8%	29.8%	2.7%
24	COc1ccc(-n2c(SCC(=O)NCc3ccco3)nc3c([nH]c4ccccc43)c2=O)cc1	12.4%&3.9%	i	29.9	?	7.9%&-6.1%	-1.6%	-15.0%	2.2%&-17.0%	?
25	COC(=O)c1ccc(CNC(=O)CSC2=NCCS2)cc1	2.8%	i	?	1.0%	9.6%	8.2%	19.3%	-3.5%	17.6%

Copied from the list:
IL-1B inflam inh with entry 6 → 2.1
ATXN2 expr inh with entry 7 → 3.4%&25.0%

Returning to the listing with the 2 entries that preceded the break.
item	compound	KB-3-1 tox	S2 tox	IL-1B inflam inh	SW480 rereplic	ATXN2 expr inh	HT1080-NT tox	HT1080 IDH1KD tx	KB-V1 MDR tox	MCF10A rerep
24	COc1ccc(-n2c(SCC(=O)NCc3ccco3)nc3c([nH]c4ccccc43)c2=O)cc1	12.4%&3.9%	i	29.9	?	7.9%&-6.1%	-1.6%	-15.0%	2.2%&-17.0%	?
25	COC(=O)c1ccc(CNC(=O)CSC2=NCCS2)cc1	2.8%	i	?	1.0%	9.6%	8.2%	19.3%	-3.5%	17.6%
26	N#CC1=C2N=C(N)c3ccccc3N2C2=C(C(=O)CCC2)C1c1ccccc1F (centres undefined)	-1.2%	i	-5.3	-1.0%	nt	-3.2%	-0.3%	-5.7%	19.6%
27	CCCC(=O)Nc1ccc(C(N)=O)cc1	-3.6%	i	9.8	-94.6%[inhibitor]	-1.5%	15.8%	16.6%	-5.5%	0.3%
28	CCOC(=O)C(Cc1ccc(O)cc1)NC(=O)CNC(=O)C(CC(C)C)NC(=O)OC(C)(C)C (centres undefined)	11.5%	i	-98.7*	18.5%	1.3%	-13.6%	-6.8%	20.2%	?
29	CCOC(=O)c1csc(NC(=O)c2cc(-c3ccccn3)nc3ccccc23)n1	6.3%	i	-25.3	?	10.3%	7.7%	10.3%	-7.0%	-6.2%
30	CCCCN(CCCC)C(=O)/C=C/c1cccc([N+](=O)[O-])c1	-2.4%	?	?	1.6%	-19.5%	4.9%	-0.1%	-9.2%	-11.5%
31	Cc1ccc2c(CC(=O)Nc3sccc3C(N)=O)coc2c1	-6.2%	i	-8.8	-3.4%	0.9%	2.7%	10.5%	?	?
32	CC(C)C[C@@H](CN1C(=O)C(=O)NC[C@@H]1CC(C)C)NC(=O)Cc1ccccc1	15.5%	i	-4.3	-7.8%	8.2%	?	16.1%	0.0%	-15.2%
33	COc1ccc(CNC(=O)c2cc3oc4ccccc4c3n2C)cc1OC	-5.3%	i	nt	nt	-13.4%	nt	nt	-27.6%	nt
34	CCCOc1ccc(C(=O)N(Cc2ccccc2Cl)C2CCS(=O)(=O)C2)cc1 (centres undefined)	-9.5%	i	nt	nt	0.5%	nt	nt	-6.2%	nt
35	Cn1cnc(S(=O)(=O)N2C[C@@H](O)COC[C@@H]3O[C@H](CC(=O)NC4CCC4)CC[C@H]32)c1	-2.1%	nt	3.8	nt	nt	12.4%	25.4%	0.2%	nt
36	Cc1ccc(S(=O)(=O)N(CC(=O)NCc2ccc(F)cc2)C(=O)N2CCN(C)CC2)cc1	16.3%	i	9.0	-11.7%	-4.6%	6.1%	3.2%	25.5%	-0.6%
37	Cc1ccccc1NC(=O)C1C(=O)Nc2ccccc2C(=O)N1Cc1ccccc1 (centres undefined)	9.8%	nt	0.4	nt	nt	12.7%	-0.2%	-1.4%	nt
38	Cc1nc(Cl)cc(N/N=C/c2ccc(O)cc2O)n1	?	i	-3.0	21.8%[1.84 µM]	-21.1%	-2.2%	?	-4.5%	?
39	CC(C)(C)c1ccc(C(=O)NCC(=O)N2CCCCCC2)cc1	-1.0%	i	-7.6	?	25.9%	14.0%	-7.8%	2.8%	-4.0%
40	CCOC(=O)C1(Cc2cccc(OC)c2)CCN(Cc2ccccc2)CC1	1.7%	i	-26.0	-31.9%[inhibitor]	-28.9%	-18.7%	-16.8%	?	15.2%
41	N#Cc1c(N)n(CCNC(=O)c2ccccc2)c2nc3ccccc3nc12	?	nt	-9.4	?	-16.1%	18.9%	17.3%	-4.1%	?
42	O=C(CCl)NC(Cc1ccccc1)c1ccccc1 (centres undefined)	?	?	-95.4*	16.4µM*	?	?	16.4µM*	?	?
43	CN(CC(=O)Nc1cccc(F)c1)C(=O)c1ccccc1OCCOc1ccccc1	13.7%	i	?	0.5%	-4.8%	0.0%	-3.8%	?	7.5%

Structures listed so far shown as hits in IL-1B inflam inh:
| item | SMILES | IL-1B inflam inh | SW480 rereplic |
| --- | --- | --- | --- |
| 4 | COc1ccc(N(C)S(=O)(=O)c2cccc(C(=O)NC3CCCCCC3)c2)cc1 | -54.5* | 25.7% |
| 28 | CCOC(=O)C(Cc1ccc(O)cc1)NC(=O)CNC(=O)C(CC(C)C)NC(=O)OC(C)(C)C (centres undefined) | -98.7* | 18.5% |
| 42 | O=C(CCl)NC(Cc1ccccc1)c1ccccc1 (centres undefined) | -95.4* | 16.4µM* |

Reprinted: nos. 26 to 27
item	compound	KB-3-1 tox	S2 tox	IL-1B inflam inh	SW480 rereplic	ATXN2 expr inh	HT1080-NT tox	HT1080 IDH1KD tx	KB-V1 MDR tox	MCF10A rerep
26	N#CC1=C2N=C(N)c3ccccc3N2C2=C(C(=O)CCC2)C1c1ccccc1F (centres undefined)	-1.2%	i	-5.3	-1.0%	nt	-3.2%	-0.3%	-5.7%	19.6%
27	CCCC(=O)Nc1ccc(C(N)=O)cc1	-3.6%	i	9.8	-94.6%[inhibitor]	-1.5%	15.8%	16.6%	-5.5%	0.3%
